Bioassay records deposited in PubChem by The Scripps Research Institute Molecular Screening Center.
PLC-gamma1 inh – PLC-gamma1 enzyme inhibitors, primary screen, biochemical, fluorescence, purified enzyme; fluorogenic substrate; 1-phosphatidylinositol 4,5-bisphosphate phosphodiesterase gamma-1 (Homo sapiens), P19174; 370,000 tested, 0.84% active; inhibition, % at 12.2 µM; in the data active = inhibition above about 9.5%
ADAM17 inh – ADAM17 inhibitors, primary screen, biochemical, QFRET; inhibition, % at 6.95 µM; Disintegrin and metalloproteinase domain-containing protein 17 (Homo sapiens), P78536; recombinant ADAM17, EDANS/DABCYL FRET peptide cleavage; 370,000 tested, 0.83% active;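 active = inhibition above the mean of compounds lying between control limits plus 3 SD, set per campaign, cut at about 8.5% in these data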;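 note: 0% = DMSO-only wells as the low control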
Target sequence (P78536 215-824 limits assumed): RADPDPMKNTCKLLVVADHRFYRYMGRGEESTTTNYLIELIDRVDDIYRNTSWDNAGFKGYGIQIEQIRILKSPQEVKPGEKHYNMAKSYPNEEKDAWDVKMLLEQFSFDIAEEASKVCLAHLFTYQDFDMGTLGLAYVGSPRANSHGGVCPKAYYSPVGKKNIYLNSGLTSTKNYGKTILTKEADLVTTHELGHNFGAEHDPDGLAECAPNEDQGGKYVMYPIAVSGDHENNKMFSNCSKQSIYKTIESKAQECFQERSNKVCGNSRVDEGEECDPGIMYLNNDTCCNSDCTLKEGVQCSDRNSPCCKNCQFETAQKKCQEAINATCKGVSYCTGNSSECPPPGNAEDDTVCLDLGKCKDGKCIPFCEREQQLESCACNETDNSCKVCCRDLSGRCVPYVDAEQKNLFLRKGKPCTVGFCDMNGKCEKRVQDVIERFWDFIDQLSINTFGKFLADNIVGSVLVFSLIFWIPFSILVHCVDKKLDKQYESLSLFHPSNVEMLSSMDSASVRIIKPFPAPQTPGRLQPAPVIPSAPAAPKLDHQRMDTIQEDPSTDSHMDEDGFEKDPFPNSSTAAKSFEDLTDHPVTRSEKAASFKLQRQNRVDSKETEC
DDE Tn7 FP inh – inhibitors of Tn7 peptide binding to fibrin DD(E), primary screen, biochemical, fluorescence polarization, human fibrin, Tn7 probe; AID 720508, 2013; 370,000 tested, 0.13% active; Fibrinogen beta chain (Homo sapiens), P02675; inhibition, % at 8.3 µM; FP displacement of FITC-Tn7 peptide from fibrin DD(E); 0% = median of compound wells per plate;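 active = inhibition above the mean of compounds falling within the control limits plus 3 SD of them, cut at about 14% in these data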;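 note: 0% = plate median of compound wells and 100% = 10 µM Aha-Tn7 peptide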
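Assay system: human fibrin DD(E). Input: DD(E) 2 µM final. Medium: Tris buffer with calcium and detergent, pH 7.8. Compound dosing: single point at 8.3 µM. Timing: 10 min plus 3 h, room temperature. Technique: fluorescence polarization of the labelled Tn7 tracer. Read-out: percent inhibition. Replicates: singlicate testing.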
ADAM10 inh – human ADAM10 inhibitors, primary screen, biochemical, QFRET, HTS; inhibition, % at 7 µM; recombinant ADAM10, EDANS/DABCYL FRET peptide cleavage, 3 h; 370,000 tested, 0.62% active; Disintegrin and metalloproteinase domain-containing protein 10 (Homo sapiens), O14672;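 active = inhibition above a per-campaign cutoff equal to the mean of compounds falling between control-based bounds plus 3 SD, cut at about 20% in these data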;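 note: 0% = DMSO wells while the 100% control is not disclosed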
ASAP1 inh – inhibitors of human ASAP1 ArfGAP activity, primary screen, biochemical, fluorescence polarization; ASAP1-stimulated ARF1 GTP hydrolysis, GDP FP detection; inhibition, % at 16.5 µM; 360,000 tested, 0.19% active; AID 624377, 2012; in the data active = inhibition above about 25%;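 note: 0% = vehicle with enzyme and substrate and 100% = no enzyme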
DDE Tn6 FP inh – inhibitors of Tn6 peptide binding to fibrin DD(E), primary screen, biochemical, fluorescence polarization, human fibrin, Tn6 probe | Fibrin DD(E) TRITC-Tn6 fluorescence polarization displacement | AID 720509, 2013 | inhibition, % at 8.3 µM | 370,000 tested, 0.21% active | Fibrinogen beta chain (Homo sapiens), P02675;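 active = inhibition above a per-campaign cutoff: mean of compounds within control limits plus 3 SD, cut at about 15% in these data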;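 note: 0% = median of all compound wells on the plate and 100% = blocking peptide control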
SIAE inh – human SIAE inhibitors, primary screen, biochemical, fluorescence polarization, FP-Rh probe, 1536-well HTS | inhibition, % at 9.66 µM | Sialate O-acetylesterase (Homo sapiens), Q9HAT2 | 370,000 tested, 0.69% active | AID 1053197, 2014 | SIAE FP-Rh probe binding;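 active = inhibition above a cutoff: mean of compounds within the control limits plus 3 SD of those, cut at about 17% in these data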;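 note: 0% = plate median of compound wells and 100% = probe without SIAE protein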
TDP2 inh – human TDP2 enzyme inhibitors, primary screen, biochemical, epi absorbance, recombinant enzyme; inhibition, % at 12.8 µM; 370,000 tested, 0.34% active; T5PNP hydrolysis, p-nitrophenol absorbance 415 nm; AID 720702, 2013;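 active = inhibition above the mean of all tested compounds plus 3 SD, set per campaign, cut at about 25% in these data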;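 note: 0% = DMSO with enzyme and 100% = buffer with substrate but no TDP2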
Target sequence (O95551 whole entry, looked up): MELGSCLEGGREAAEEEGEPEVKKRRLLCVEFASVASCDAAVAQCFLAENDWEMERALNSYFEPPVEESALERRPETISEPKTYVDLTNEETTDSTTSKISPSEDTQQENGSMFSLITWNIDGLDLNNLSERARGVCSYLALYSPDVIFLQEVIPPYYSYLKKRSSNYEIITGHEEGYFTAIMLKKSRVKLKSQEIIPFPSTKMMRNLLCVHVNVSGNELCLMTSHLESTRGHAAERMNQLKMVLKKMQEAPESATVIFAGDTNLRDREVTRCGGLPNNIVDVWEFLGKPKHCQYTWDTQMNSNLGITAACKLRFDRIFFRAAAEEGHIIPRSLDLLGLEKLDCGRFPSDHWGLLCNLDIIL
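Evaluation: % inhibition relative to enzyme-containing and enzyme-free wells. Material: recombinant human TDP2. Benchmarks: enzyme-free and DMSO wells. Timing: enzyme reaction with compound for 2 h at 37 °C. Compound dosing: 12.8 µM only. Measured by: p-Nitrophenol epi absorbance. Reagent: T5PNP substrate at 5 mM, a TopII-DNA adduct mimic. Replication: single well per compound.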
PLCb3 inh – human PLC-beta3 inhibitors, primary screen, biochemical, fluorescence | 1-phosphatidylinositol 4,5-bisphosphate phosphodiesterase beta-3 (Homo sapiens), Q01970 | Purified PLC-beta3, fluorogenic substrate | inhibition, % at 12.2 µM | 370,000 tested, 0.18% active; in the data active = inhibition above about 11%;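 note: 0% = median of compound wells on plate and 100% = full blocker control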
ARFGAP1 inhibitor – inhibitors of rat ARFGAP1 GAP activity, primary screen, biochemical, fluorescence polarization, GDP tracer; ADP-ribosylation factor GTPase-activating protein 1 (Rattus norvegicus), Q62848; Arfgap1-stimulated ARF1 GTP hydrolysis, GDP FP detection; inhibition, % at 16.5 µM; 360,000 tested, 0.26% active; AID 651572, 2012;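 active = inhibition above a per-plate limit, mean inhibition of low control wells plus 3 SD, cut at about 25% in these data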;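 note: 0% = DMSO wells with enzyme and 100% = wells lacking Arfgap1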
Target sequence (Q62848 1-136 limits assumed): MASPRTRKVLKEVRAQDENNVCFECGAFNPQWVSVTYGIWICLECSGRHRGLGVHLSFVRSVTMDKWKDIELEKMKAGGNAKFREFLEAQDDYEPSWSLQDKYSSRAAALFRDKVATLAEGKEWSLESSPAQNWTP
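Material – truncated rat Arfgap1 GAP domain · Buffer or medium – HEPES-based buffer, pH 7.5 · Reagent – human ARF1(Δ1-17)-GTP substrate · Dosing – 16.5 µM single point, 1.26% DMSO · Schedule – GTP hydrolysis reaction 2 h at 25 °C · Technique – GDP detection by fluorescence polarization · Benchmarks – No-Arfgap1 wells (100%) versus DMSO full-reaction wells (0%) · Repeats – single replicate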
* hit, by the source's call; i = inactive; x = not tested or not shown.

| No. | Structure | ASAP1 inh | ADAM17 inh | ADAM10 inh | ARFGAP1 inhibitor | DDE Tn7 FP inh | PLCb3 inh | TDP2 inh | SIAE inh | DDE Tn6 FP inh | PLC-gamma1 inh |
| --- | --- | --- | --- | --- | --- | --- | --- | --- | --- | --- | --- |
| 1 | C=C1C(=O)[C@]23C[C@H]1CC[C@H]2[C@]1(C)[C@@H](OC(C)=O)CC[C@@](C)(C(=O)O)[C@H]1C[C@@H]3OC(C)=O | 0.8 | 1.0 | -4.3 | -7.2 | -8.1 | 0.9 | -6.5 | 2.7 | 3.8 | 0.1 |
| 2 | CCOc1c(CNc2nnnn2C)cccc1OC | 17.4 | -5.1 | -3.3 | 0.9 | -4.5 | -5.3 | 9.6 | -6.0 | -4.2 | 0.8 |
| 3 | CCOC(=O)c1cc(C)n(-c2c(C)n(C)n(-c3ccccc3)c2=O)c1C | 1.6 | -0.8 | -2.6 | 7.1 | -2.5 | 1.2 | -0.9 | -0.2 | 4.7 | 3.4 |
| 4 | Nn1cnnc1N/N=C/c1ccc(Cl)cc1Cl | -14.0 | -6.2 | -2.0 | -1.8 | 3.3 | -1.1 | 72.9* | -0.9 | -3.0 | 5.5 |
| 5 | CC(C)(CO)NC(=O)Nc1ccc(Cl)c(Cl)c1 | -9.8 | -0.6 | 2.6 | 5.1 | 7.5 | -0.5 | 1.8 | 2.1 | 1.2 | -0.2 |
| 6 | C=CCn1c(N)c(C(=O)Nc2ccccc2)c2nc3ccccc3nc21 | -2.5 | -20.6 | -73.3 | 11.1 | 5.5 | -145.2 | -3.9 | -12.0 | 4.3 | -124.5 |
| 7 | COc1ccc(C(CNC(=O)c2ccc(C)c(S(=O)(=O)N3CCCCC3)c2)N2CCCC2)cc1 (stereo not given) | 14.3 | -8.6 | -7.7 | -9.6 | 6.1 | -8.4 | -4.7 | -1.1 | 6.6 | -2.0 |
| 8 | O=C(CCl)Nc1cn(-c2ccccc2)nc1-c1ccccc1 | 2.2 | -1.5 | -10.2 | 5.0 | -2.5 | -2.7 | 2.3 | -4.5 | 9.7 | -0.1 |
| 9 | COc1ccc(S(=O)(=O)NCC2CCCN(Cc3ccccc3C)C2)cc1 (stereo not given) | -8.8 | -4.1 | 2.0 | 13.8 | 6.8 | -0.8 | 6.6 | -8.5 | -3.7 | 0.6 |
| 10 | Clc1ccc(CN2CCC(c3ccccc3)CC2)cc1 | 8.1 | 2.9 | 4.6 | -7.1 | 6.3 | -0.1 | -6.7 | 10.2 | 2.6 | 2.0 |
| 11 | O=C(CN1CCN(C(=O)C2CCCO2)CC1)Nc1cc(C(F)(F)F)ccc1Cl (stereo not given) | 3.2 | -4.9 | -16.3 | 2.9 | -6.3 | -7.3 | -6.5 | 2.6 | 7.8 | -1.6 |
| 12 | O=C(COc1cccc2c1CCN(Cc1ccc(Cl)cc1)C2=O)N1CCOCC1 | -2.8 | -2.8 | -2.3 | 6.6 | -1.2 | -7.2 | 3.7 | 5.1 | -6.7 | 1.6 |
| 13 | COc1ccc(Nc2oc(-c3ccco3)nc2S(=O)(=O)c2ccc(F)cc2)cc1 | 6.1 | -1.2 | 1.3 | 4.9 | -4.8 | -40.2 | 3.8 | -5.7 | 4.5 | -35.3 |
| 14 | COc1ccc(N(CC(=O)NC2CCCCC2)C(=O)CNC(=O)c2ccco2)cc1OC | 15.7 | -3.1 | 5.4 | 3.1 | 2.6 | 3.2 | 10.1 | 3.6 | -0.5 | -0.6 |
| 15 | Cc1ccccc1C(=O)NC1CCN(CC(=O)Nc2ccc3c(c2)OCCO3)CC1 | 2.9 | -3.0 | -1.4 | 8.8 | 3.9 | -6.0 | -3.3 | -3.1 | -1.0 | -0.1 |
| 16 | O=C(c1sc2cc(F)ccc2c1Cl)N1CCN(c2ccccc2)CC1 | -6.9 | -2.7 | -8.7 | 9.7 | 6.5 | 2.9 | 3.0 | 2.6 | 4.6 | 2.4 |
| 17 | COc1ccc(CNC(=O)CSc2ccsc2[N+](=O)[O-])cc1 | -13.9 | 0.1 | -0.5 | 4.0 | -3.9 | 1.4 | -0.4 | -5.9 | 1.4 | -1.3 |
| 18 | CCOc1ccc(C(C(=O)NC2CCCCC2)N(C(=O)c2ccccn2)c2cccnc2)cc1 (stereo not given) | 1.2 | -3.5 | -3.6 | 0.0 | -1.9 | -0.9 | 0.7 | 2.9 | -6.6 | 0.6 |
| 19 | COc1cc(OC)cc(C(=O)NC(=S)N2CCCCC2c2cccnc2)c1 (stereo not given) | -4.7 | -2.1 | -6.5 | -14.6 | -1.6 | 1.2 | 7.1 | -0.1 | 1.1 | -1.6 |
| 20 | CCCCCNS(=O)(=O)c1cc2c3c(c1)CCC(=O)N3CCC2 | -12.2 | -6.8 | -4.0 | 10.5 | 0.0 | -3.1 | 6.0 | -6.6 | -5.0 | -0.7 |
| 21 | CC(C)NC(=S)N/N=C/c1cccs1 | 4.9 | 5.5 | 5.2 | -3.0 | -9.3 | 6.0 | -12.5 | -2.9 | -6.0 | 11.0* |
| 22 | Cn1c(Cl)c(/C=N/OC(=O)c2ccc(Cl)cc2)c2ccccc21 | 1.4 | -4.5 | -1.1 | -0.3 | -3.6 | -1.3 | -3.4 | -6.1 | -2.7 | -2.6 |
| 23 | COC(=O)c1cc2ccsc2n1CC(=O)N(C)C1CCCCC1 | 3.9 | -4.7 | 9.7 | -8.0 | 7.1 | -0.3 | -7.3 | -7.9 | 2.9 | -1.9 |
| 24 | CCCOc1ccc(N2CC(C(=O)Nc3ccccc3C(=O)NCc3ccco3)CC2=O)cc1 (stereo not given) | 6.5 | 1.7 | 1.0 | -7.9 | 1.0 | 0.2 | -4.3 | 2.9 | -0.2 | -2.4 |
| 25 | C[C@H](O)CC1=C[C@H](O)[C@@H](C)OC1=O | 2.2 | -2.0 | -7.5 | 6.6 | 7.2 | -3.4 | 2.1 | 0.1 | -2.2 | -5.4 |
| 26 | CS(=O)(=O)c1cccc(C(=O)Nc2ccccc2Cc2ccccc2)c1 | -7.6 | -0.6 | 8.6 | -7.8 | -3.2 | -4.8 | -1.9 | 3.4 | 16.1* | 3.0 |
| 27 | CC(=O)N1c2c(cc(Br)cc2S(=O)(=O)NCc2ccccc2)CC1C (stereo not given) | -11.9 | 0.2 | -5.7 | 9.1 | 0.2 | -5.2 | 1.6 | -4.9 | 5.3 | 0.8 |
| 28 | O=C(CN(C1CCCCC1)S(=O)(=O)c1ccccc1)NCc1ccco1 | -4.2 | 0.5 | 9.5 | -1.4 | -1.1 | 1.6 | -12.3 | 4.2 | 0.2 | 3.2 |
| 29 | CCc1c(C)nc(SCC(=O)N2CCCCC2C)[nH]c1=O (stereo not given) | -0.9 | -2.5 | -1.5 | 6.0 | 7.0 | 0.5 | 2.1 | -5.1 | -0.7 | -2.4 |
| 30 | O=C(CCN1CCCCO1)N1CCCC(Nc2ccc(F)c(F)c2)C1 (stereo not given) | -9.9 | -2.0 | -0.9 | 0.7 | 0.5 | -3.5 | 2.9 | 8.4 | 1.2 | 4.1 |
| 31 | Cc1ccccc1OCC(=O)NNC(=O)c1ccc2c(=O)n3c(nc2c1)CCC3 | -6.3 | -5.3 | -11.2 | 9.9 | 12.2 | -1.5 | -9.6 | -1.4 | -0.4 | 2.5 |
| 32 | C[C@H]1C[C@H]2[C@@H]3CCC4=CC(=O)C=C[C@]4(C)[C@@]3(F)[C@@H](O)C[C@]2(C)[C@@]1(O)C(=O)CO | 1.4 | -4.9 | 1.9 | 6.9 | -6.2 | -0.1 | 2.7 | -1.5 | -4.7 | -4.0 |
| 33 | O=C(CCc1ccccc1)NC(c1cccs1)c1cc(Cl)c2cccnc2c1O (stereo not given) | 0.5 | 0.0 | 6.5 | 12.6 | 3.5 | -9.5 | -5.9 | -0.1 | -4.7 | -2.6 |
| 34 | CCOC(=O)c1sc(NC(=O)C2CSC3(C)CCC(=O)N23)nc1C (stereo not given) | 19.5 | -3.4 | -4.4 | -11.0 | -3.0 | -7.7 | 3.4 | 6.0 | 1.3 | 4.5 |
| 35 | O=[N+]([O-])c1cc(Br)c(OCc2nnc(-c3ccccc3)o2)c(Br)c1 | 5.7 | -1.2 | -1.1 | -0.1 | 5.7 | -0.9 | 6.2 | 6.4 | 0.0 | -1.3 |
| 36 | O=C(OCC(O)CO)c1ccccc1Nc1ccnc2cc(Cl)ccc12 (stereo not given) | -0.2 | -9.3 | -25.6 | 10.4 | -3.2 | -123.5 | -1.4 | -3.2 | -5.6 | -83.8 |
| 37 | Nc1ccn([C@@H]2O[C@H](CNS(=O)(=O)c3cc4ccccc4s3)[C@@H](O)[C@H]2O)c(=O)n1 | 14.8 | -3.0 | -9.2 | -0.2 | -1.4 | -4.0 | 3.2 | 4.3 | -4.6 | -0.3 |
| 38 | O=c1cc(CN2CCc3ccccc3C2)nc2sccn12 | 7.8 | -16.1 | -36.8 | -12.6 | 1.7 | -7.9 | -2.6 | -1.1 | 1.4 | -10.2 |
| 39 | NC(=O)C1=CN([C@@H]2O[C@H](COP(=O)(O)OP(=O)(O)OC[C@H]3O[C@@H](n4cnc5c(N)ncnc54)[C@H](O)[C@@H]3O)[C@@H](O)[C@H]2O)C=CC1 | x | -0.3 | -13.0 | x | -0.5 | -10.6 | 6.5 | 1.0 | 7.1 | 29.2* |
| 40 | NC(=S)N/N=C/c1coc2ccc(F)cc2c1=O | -15.3 | -1.3 | 11.2 | 4.1 | 7.8 | -3.9 | -1.9 | 5.6 | 4.5 | 3.6 |
| 41 | COc1ccc(-c2cc(C(=O)NNC(=O)c3csc(N4CCOCC4)n3)c3ccccc3n2)cc1 | -2.3 | -46.2 | -162.5 | 9.4 | 2.4 | i | 6.8 | -5.2 | -6.4 | i |
